# yeast mlh1 rad18 = NCI yeast anticancer drug screen, S. cerevisiae mlh1 rad18 strain; growth inhibition, % at 50 µM; 79,000 compounds, 11% hits; AID 175;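 also: 0% = growth of vehicle-only cultures of the same strain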
#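 A repair-deficient yeast strain is exposed to test compound, and growth is scored relative to vehicle-treated controls.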
# yeast mec2-1 = NCI yeast anticancer drug screen, S. cerevisiae mec2-1 strain | AID 157 | growth inhibition, % at 50 µM | 79,000 compounds, 9% hits;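 also: 0% = growth of vehicle-only cultures of the same strain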
#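 Vehicle-treated cultures served as reference for growth inhibition of compound-exposed mec2-1 yeast.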
# sgs1 mgt1 = NCI yeast anticancer drug screen, S. cerevisiae sgs1 mgt1 strain. % growth inhibition at 50 µM. 78,000 compounds, 10% hits. AID 161;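 also: 0% = growth of vehicle-only cultures of the same strain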
#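 This yeast growth screen uses a strain with defined DNA-repair lesions; compound-treated growth is compared with vehicle-treated growth.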
# yeast bub3 = NCI yeast anticancer drug screen, S. cerevisiae bub3 mutant strain | AID 167 | growth inhibition, % at 50 µM | 78,000 compounds, 9.9% hits;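 also: 0% = growth of vehicle-only cultures of the same strain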
#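 Inhibition values come from growth of compound-treated mutant yeast normalised to vehicle-treated controls.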
# rad50 = NCI yeast anticancer drug screen, S. cerevisiae rad50 strain | 79,000 compounds, 10% hits | AID 155 | % growth inhibition at 50 µM;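 also: 0% = growth of vehicle-only cultures of the same strain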
#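 Inhibition values express reduced yeast growth in compound-treated cultures relative to vehicle-treated controls.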
# cln2 rad14 = NCI yeast anticancer drug screen, S. cerevisiae cln2 rad14 strain | 78,000 compounds, 8.3% hits | % growth inhibition at 50 µM;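 also: 0% = growth of vehicle-only cultures of the same strain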
#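 cln2 rad14 yeast strain; compound exposure; growth inhibition read vs vehicle controls.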
# * hit, by the source's call; / = no result given. Rule as the data show it: active = growth inhibition above about 70%; inactive = the rest.
entry	Structure	yeast mlh1 rad18	yeast mec2-1	sgs1 mgt1
1	O=C1CC(=Nc2ccc([N+](=O)[O-])cc2)NN1c1c(Cl)cc(Cl)cc1Cl	90*	92*	93*
2	O=C1CS/C(=N/C(=O)Nc2ccc(Cl)cc2)N1	14	32	16
3	Nc1nc(-c2cccc([N+](=O)[O-])c2)c(N=Nc2ccc([N+](=O)[O-])cc2)s1	-19	-22	-18
4	O=[N+]([O-])c1ccc(-n2ncc3cccnc32)c([N+](=O)[O-])c1	100*	94*	99*
5	C=C(Br)CN(C#N)CC(=C)Br	-57	-18	14
6	O=C1c2c(O)cccc2C(C(=O)CCCCC(=O)C2c3cccc(O)c3C(=O)c3c(O)cccc32)c2cccc(O)c21	1	15	27
7	CC(C)CCCC(C)C1CCC2C3CC=C4CCCCC4(C)C3CCC12C (stereo not given)	-24	-4	-4
8	COc1ccc(CC2NCCc3cc(OC)c(OC)cc32)cc1 (stereo not given)	-1	-1	-5
9	C=C(C)/C([O-])=N/[N+](C)(C)CC(O)CCCCCCCCCCCC (stereo not given)	90*	91*	92*
10	Clc1ccc(SCCSCCCCCCCCCCSCCSc2ccc(Cl)cc2)cc1	37	10	-3
11	CC1=CCC/C(=N\NC(N)=O)C12CCCC2	-28	-14	-8
12	CCn1c(=O)c2n[nH]nc2n(CCCl)c1=O	13	5	4
13	NC1CC(=O)c2c(Cl)sc(Cl)c21 (stereo not given)	1	36	60
14	O=[N+]([O-])c1ccc2c(c1)C(N1CCN(CCO)CC1)Cc1ccc(F)cc1S2 (stereo not given)	44	-4	73*
15	CC(C)C(=O)c1ccc(-c2ccccc2)cc1	-6	-9	4

entry	yeast bub3	rad50	cln2 rad14
1	92*	91*	89*
2	-7	-2	-10
3	-3	-10	-43
4	92*	99*	47
5	-10	-24	-4
6	17	2	17
7	-5	-22	-5
8	-8	-19	1
9	92*	92*	90*
10	30	23	13
11	12	15	-39
12	1	-2	-121
13	28	51	42
14	-1	44	79*
15	-9	-3	-9

# Entries from the list above that contain nitrogen in an aromatic ring (3):
entry	Structure	yeast mlh1 rad18	yeast mec2-1	sgs1 mgt1
3	Nc1nc(-c2cccc([N+](=O)[O-])c2)c(N=Nc2ccc([N+](=O)[O-])cc2)s1	-19	-22	-18
4	O=[N+]([O-])c1ccc(-n2ncc3cccnc32)c([N+](=O)[O-])c1	100*	94*	99*
12	CCn1c(=O)c2n[nH]nc2n(CCCl)c1=O	13	5	4

entry	yeast bub3	rad50	cln2 rad14
3	-3	-10	-43
4	92*	99*	47
12	1	-2	-121

# Next results.
entry	Structure	yeast mlh1 rad18	yeast mec2-1	sgs1 mgt1
16	C/C(O)=C(/C=N\C(=S)Nc1ccc(Cl)c(Cl)c1)C(=O)Nc1ccccc1C	58	40	74*
17	COc1cc2c(cc1OC)CN1CCc3cc(OC)c(OC)cc3[C@@H]1C2	-33	-47	-28
18	O=P1(O)c2ccccc2CSCc2ccccc21	-32	-7	-12
19	Cc1ccc(C)c(OC(=O)NC2CCCCC2)c1	-20	-15	-15
20	CSc1ccc(NC(=O)Nc2ccccc2C(F)(F)F)cc1	27	-3	18
21	O=C1C(=O)c2ccccc2C(O)=C1CCCc1ccc(S(=O)(=O)c2ccccc2)cc1	9	12	1
22	CCCCCCCCCCCSc1ccc2ccccc2c1	5	15	7
23	CCCCN(C)C(=S)N/N=C(\C)c1ccccn1	100*	100*	100*
24	CCCN1CN(C(C(=O)N[C@@H]2C(=O)N3C2SC(C)(C)C3C(=O)O)c2ccc(O)cc2)CSC1=S (stereo not given in full)	28	-4	41
25	COc1ccc(N2C(=O)c3c(c4[nH]c5ccccc5c4c4ccc(C(C)(C)C)cc34)C2=O)cc1	-2	-1	23
26	ClC(Cl)(Cl)CC(Br)c1ccccc1 (stereo not given)	2	-9	8
27	CCOC(=O)c1c(Br)c2c3ccccc3c3ccccc3n2c1C	7	-5	-4
28	CCCCCCCCCCN(CCCCCCCCCC)S(=O)(=O)c1ccc(OC)c([N+](=O)[O-])c1	-26	-28	-14
29	c1ccc(SCc2ccc3c(c2)OCO3)cc1	17	1	18
30	CN1CC(=O)N=C(N)N=C1N	22	-3	0

entry	yeast bub3	rad50	cln2 rad14
16	52	67	-10
17	-39	-29	9
18	-3	24	-3
19	0	-5	-58
20	34	2	-10
21	16	2	55
22	-19	6	-20
23	100*	100*	100*
24	-20	4	-10
25	-10	6	20
26	-7	-2	-23
27	2	2	-12
28	-7	-27	0
29	19	27	9
30	27	-3	29

# The list continues:
entry	Structure	yeast mlh1 rad18	yeast mec2-1	sgs1 mgt1
31	CC(C)c1nc(-c2ccccc2)c(-c2ccccc2)[nH]1	55	13	/
32	O=[N+]([O-])c1cc(Br)ccc1N1CCCCC1	-21	-4	2
33	CCNc1ncnc2c1ncn2Cc1ccco1	-2	1	5
34	CCO/C=C1/N=C(c2cc([N+](=O)[O-])cc([N+](=O)[O-])c2C)OC1=O	15	7	-6
35	O=C(Nc1ccccc1Cl)Oc1ccc(C(=O)c2ccccc2)cc1	13	-13	30
36	CC(N=C(N)N)c1ccccc1 (stereo not given)	-19	-1	0
37	CN1CCCCC1CCO (stereo not given)	14	7	-11
38	CC(C)c1ccccc1NC(=O)/C(Cl)=C(\Cl)C(=O)O	12	7	2
39	O=C(CSc1ncc2ccccn12)c1ccccc1	20	13	4
40	CCOc1ccnc(OCC)n1	4	4	18
41	Nc1cc2c3c(cccc3c1)C(=O)N(CCN1CCCC1)C2=O	-49	-6	-17
42	O=[N+]([O-])c1ccc2c(c1)Sc1ccccc1N2CCCCCl	-23	-16	-49
43	Nc1ccc2nc3c(nc2c1)C(=O)c1ccccc1-3	90*	86*	85*
44	CCS(=O)CCO (stereo not given)	-14	-20	-16
45	O=C(O)C(CO)C(CO)C(=O)O (stereo not given)	-2	-14	-7

entry	yeast bub3	rad50	cln2 rad14
31	/	43	/
32	18	-3	-18
33	-4	-1	71*
34	-35	11	-58
35	17	0	20
36	-10	-9	-24
37	3	-1	16
38	8	30	52
39	7	-2	-8
40	-16	41	11
41	-39	-6	-6
42	-2	-24	-7
43	88*	86*	83*
44	11	-23	-22
45	-23	-13	-15

# (listing goes on)
entry	Structure	yeast mlh1 rad18	yeast mec2-1	sgs1 mgt1
46	CC(=O)Oc1ccc(C)cc1Cc1cc(Cl)cc(Cc2cc(C)ccc2OC(C)=O)c1OC(C)=O	21	0	33
47	Oc1ccc(C2CCCC2)cc1	-17	-30	-22
48	COC(=O)c1cc2ccc1OCC#CC#CCOc1ccc(cc1C(=O)OC)OCC#CC#CCO2	19	6	7
49	O=C(Cc1c[nH]c2ccccc12)N/N=C/c1ccc(Cl)cc1[N+](=O)[O-]	67	20	37
50	COC(=O)/C(C#N)=C/c1ccc(NC(C)=O)cc1	-7	-5	17
51	CCOC(CN=Cc1cccc2ccccc12)OCC	19	-1	-12
52	CC(C)NC(=O)c1ccc(CBr)cc1	14	9	-10
53	CC(=O)CCC1=C(C)C(=O)C(=O)C(C)=C1O	20	35	39
54	CCCc1cc(=O)oc2c(C=O)c(O)cc(O)c12	46	25	21
55	CN(C)C(=O)c1ccc(-c2ccccc2)cc1O	-5	20	0
56	Oc1cc(C2OCCCO2)cc(O)c1O	-26	-22	-34
57	OCC1COC(c2ccc(Cl)cc2)O1 (stereo not given)	-8	-10	-20
58	N/C(=N/O)c1cn(C2OC(CO)C(O)C2O)c2ncnc(NO)c12 (stereo not given)	4	-21	0
59	O=[N+]([O-])c1ccc(-c2nn3c(C45CC6CC(CC(C6)C4)C5)nnc3s2)c(Cl)c1	-45	34	6
60	Cc1nc(-n2nc(-c3ccccc3)cc2-c2ccccc2)sc1C(=O)/C=C/c1ccc(Cl)c(Cl)c1	13	5	7

entry	yeast bub3	rad50	cln2 rad14
46	-1	8	31
47	-13	-9	-15
48	-1	-2	6
49	20	40	39
50	7	2	-50
51	-4	-26	47
52	10	1	10
53	75*	8	14
54	20	38	10
55	-10	-10	-18
56	-8	-34	-16
57	-16	-10	-18
58	-16	10	-1
59	-1	8	20
60	22	53	21

# The list goes on:
entry	Structure	yeast mlh1 rad18	yeast mec2-1	sgs1 mgt1
61	S=C(Nc1ccc(Br)c(Cl)c1)SCc1ccc2c(c1)OCO2	87*	89*	89*
62	CCCCN1C(=O)CC2[C@@H]3CCc4cc(OC(C)=O)ccc4C3CC[C@]2(C)C1=O (stereo not given in full)	0	4	5
63	Cc1c(Cl)cccc1NC(=S)NC(=O)c1ccccc1	18	28	15
64	CCOC(=O)[C@H]1CSC[C@@H](C(=O)OC)N1	-5	-5	-11
65	CC1(C)CCC(=O)OC1C[N+](=O)[O-] (stereo not given)	39	-11	24
66	Nc1ccc(/C=C\C(=O)NCc2cccnc2)cc1	-6	7	5
67	O=C(O)CC1NC(=O)c2ccccc21 (stereo not given)	-8	-8	-26
68	CC(C)C(=O)OCC1OC(n2cnc3c(=S)nc[nH]c32)C(OC(=O)C(C)C)C1OC(=O)C(C)C (stereo not given)	2	2	2
69	O=c1oc2c(c3c1CCCC3)c(=O)[nH]c1ccccc12	21	7	0
70	O=c1[nH][nH]c(=O)c2c([N+](=O)[O-])cccc12	0	-9	-4
71	O=C1C=CC(=O)c2c(O)c(N3CCC[C@H]3CO)c(Cl)c(O)c21	42	79*	24
72	CC(C)(Oc1ccc(-c2cccc3ccccc23)cc1)C(=O)O	29	14	29
73	[O-][n+]1cccc(C(O)c2ccccc2)c1 (stereo not given)	-12	-11	0
74	c1ccc(-c2cc(-c3cc(-c4ccccc4)n(-c4ccccc4)n3)nn2-c2ccccc2)cc1	-38	-13	-19
75	Nc1cc(F)c(F)cc1Sc1cc(F)c(F)cc1N	99*	99*	99*

entry	yeast bub3	rad50	cln2 rad14
61	88*	88*	86*
62	-7	11	27
63	35	24	0
64	5	-14	4
65	0	40	12
66	34	5	-5
67	-12	3	-78
68	-10	-7	-13
69	15	10	2
70	0	-18	-38
71	35	61	20
72	68	58	71*
73	-1	-2	-15
74	-14	-3	-3
75	99*	99*	90*

# Remaining list, next part:
entry	Structure	yeast mlh1 rad18	yeast mec2-1	sgs1 mgt1
76	ClCSc1ccccc1C1=NCCCN1	-5	-8	-11
77	CCOC(=O)Nc1c(C)cc(C)c(Br)c1C	99*	99*	95*
78	Cc1cc(C)nc(NS(=O)(=O)c2ccc(Nc3c4ccccc4nc4c(C(=O)Nc5ccc(S(N)(=O)=O)cc5)cccc34)cc2)n1	8	10	-24
79	CCCCCCCNC1=C(O)c2ccccc2C(=O)C1=O	6	16	2
80	CC(=O)NC1=CCN(C2OC(COC(C)=O)C(OC(C)=O)C2OC(C)=O)C(OC(C)=O)=N1 (stereo not given)	34	9	1
81	CCCC(C)OCC(=O)O (stereo not given)	-7	-3	2
82	OC(c1ccccc1)c1c(-c2ccccc2)oc(-c2ccccc2)c1C(O)c1ccccc1 (stereo not given)	-37	-9	-31
83	Cc1ccc(N=Nc2c(C)n(-c3ccc4scnc4c3)c(=S)n(-c3ccccc3)c2=O)cc1	6	-2	15
84	O=C1C(c2[nH]c3c(F)cccc3c2O)=Nc2c(F)cccc21	-16	-22	-12
85	COc1cc([N+](=O)[O-])c(OC)cc1Nc1ccccc1C(=O)O	16	-13	22

entry	yeast bub3	rad50	cln2 rad14
76	1	14	11
77	99*	97*	99*
78	0	9	14
79	12	-11	-44
80	-1	38	23
81	-1	32	4
82	-35	-5	-15
83	5	5	18
84	-4	-33	-8
85	29	13	18

# A draw from above in order of SMILES length, smallest number first.
entry	Structure	yeast mlh1 rad18	yeast mec2-1	sgs1 mgt1
81	CCCC(C)OCC(=O)O (stereo not given)	-7	-3	2
76	ClCSc1ccccc1C1=NCCCN1	-5	-8	-11
77	CCOC(=O)Nc1c(C)cc(C)c(Br)c1C	99*	99*	95*
79	CCCCCCCNC1=C(O)c2ccccc2C(=O)C1=O	6	16	2
83	Cc1ccc(N=Nc2c(C)n(-c3ccc4scnc4c3)c(=S)n(-c3ccccc3)c2=O)cc1	6	-2	15
80	CC(=O)NC1=CCN(C2OC(COC(C)=O)C(OC(C)=O)C2OC(C)=O)C(OC(C)=O)=N1 (stereo not given)	34	9	1
78	Cc1cc(C)nc(NS(=O)(=O)c2ccc(Nc3c4ccccc4nc4c(C(=O)Nc5ccc(S(N)(=O)=O)cc5)cccc34)cc2)n1	8	10	-24

entry	yeast bub3	rad50	cln2 rad14
81	-1	32	4
76	1	14	11
77	99*	97*	99*
79	12	-11	-44
83	5	5	18
80	-1	38	23
78	0	9	14

# Look-ups from the results shown:
# O=[N+]([O-])c1ccc2c(c1)C(N1CCN(CCO)CC1)Cc1ccc(F)cc1S2 (stereo not given) in cln2 rad14: 79*
# ClCSc1ccccc1C1=NCCCN1 in cln2 rad14: 11

# Screening results (PubChem BioAssay)
